Source: PubChem BioAssay
CHO-K1 Ca PAM = nonselective activator or artifact in parental CHO-K1 calcium assay; actives 0.02% (n = 360,000); ATP EC20, Fluo-8 calcium fluorescence; 0% at ATP EC20, 100% at ATP max; activation, % at 3 µM;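 active = activation above the run cutoff, the mean activation of all test compounds plus 3 SD, cut at about 40% in these data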;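 also: peak over basal fluorescence ratio in a 140 s read after ATP addition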
OXTR agonist = activates the human oxytocin receptor; P30559; CHO-OTR cells, Fluo-8 calcium fluorescence; normalized: DMSO 0%, oxytocin 100%; activation, % at 3 µM; actives 0.32% (n = 320,000); AID 2435;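 active = activation above the mean of all tested compounds plus 3 SD, cutoff set per screening run, cut at about 20% in these data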;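 also: peak over basal fluorescence ratio from a 100 s FLIPR kinetic read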
Target sequence (P30559 whole entry, looked up): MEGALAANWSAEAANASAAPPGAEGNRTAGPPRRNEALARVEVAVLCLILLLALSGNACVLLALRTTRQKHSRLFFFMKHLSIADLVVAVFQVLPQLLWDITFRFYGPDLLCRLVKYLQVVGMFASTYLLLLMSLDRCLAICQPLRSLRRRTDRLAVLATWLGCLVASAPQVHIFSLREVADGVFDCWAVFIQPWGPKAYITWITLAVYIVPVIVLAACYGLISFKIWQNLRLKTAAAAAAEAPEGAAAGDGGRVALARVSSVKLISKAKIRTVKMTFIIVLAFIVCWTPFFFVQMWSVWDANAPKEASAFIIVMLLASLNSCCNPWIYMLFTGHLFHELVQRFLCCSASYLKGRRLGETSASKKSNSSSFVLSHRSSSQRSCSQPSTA
GPR7 antag = blocks human GPR7 receptor signaling; GPR7-expressing cells, fluorescence antagonist assay; inhibition, % at 4.4 µM; actives 1.1% (n = 290,000); AID 1861; in the data active = inhibition above about 16%, passing the limit was not always enough;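 also: cells stimulated with the agonist NPW; 0% = agonist with vehicle and 100% = vehicle without agonist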
Target sequence (P48145 whole entry, looked up): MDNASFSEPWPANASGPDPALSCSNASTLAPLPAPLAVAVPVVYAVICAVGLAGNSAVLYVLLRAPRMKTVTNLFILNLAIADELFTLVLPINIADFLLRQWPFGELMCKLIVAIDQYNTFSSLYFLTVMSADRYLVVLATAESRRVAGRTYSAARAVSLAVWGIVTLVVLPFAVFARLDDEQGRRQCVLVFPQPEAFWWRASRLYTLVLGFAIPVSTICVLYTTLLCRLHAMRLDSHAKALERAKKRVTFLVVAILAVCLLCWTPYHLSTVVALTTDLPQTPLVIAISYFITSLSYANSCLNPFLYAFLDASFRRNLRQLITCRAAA
M1 ag parental = M1 agonist counterscreen hit in parental CHO-K1 cells. actives 0.48% (n = 360,000). Fluo-8 calcium fluorescence; scaled to maximal ATP response, vehicle zero. activation, % at 3 µM; in the data active = activation above about 15%;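 also: untransfected CHO-K1 host cells lacking M1 receptor as counterscreen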
OXTR potentiate = potentiates the human oxytocin receptor response; AID 2445; actives 0.061% (n = 320,000); P30559; CHO-OTR cells, Fluo-8 calcium fluorescence, potentiator mode; 0% = oxytocin EC15, 100% = EC100; activation, % at 3 µM;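 active = activation above that plate's cutoff, the mean activation of tested compounds plus 3 SD, cut at about 6.6% in these data, passing the limit was not always enough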;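 also: 100% uses oxytocin at 75 nM as the full agonist control; some results filed as inactive read as strong as hits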
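Measured by – Fluo-8 calcium dye fluorescence · Test system – human OTR in CHO cells · Dosing – one concentration, 3.0 µM compound · Controls – EC15 oxytocin alone as 0%, 75 nM oxytocin as 100% · Evaluation – normalized max/min fluorescence ratio, % activation · Timing – 6 min pre-incubation, 100 s read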
CHO-K1 Ca antag = counter-screen for M1 antagonists: effect in parental CHO-K1 cells | ATP-induced calcium, Fluo-8 fluorescence | inhibition, % at 3 µM | actives 0.6% (n = 360,000) | AID 602250;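 active = inhibition above a per-plate cutoff, the plate's mean sample inhibition plus 3 SD, cut at about 24% in these data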;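 also: 0% = DMSO plus EC80 ATP and 100% = DMSO alone without ATP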
V1R ag counter = activates human V1a receptor in oxytocin agonist counter-screen; CHO-V1R cells, Fluo-8 calcium fluorescence, agonist mode; 0% DMSO, 100% 3 nM vasopressin; activation, % at 3 µM; actives 0.25% (n = 320,000);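 active = activation above the mean activation of all tested compounds plus 3 SD, per screening run, cut at about 20% in these data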;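 also: signal is peak over basal fluorescence ratio across a 100 second FLIPR read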
TAAR1 antag = antagonists of human TAAR1; Q96RJ0; CHO RD-HGA16 TAAR1, Fluo-8 calcium fluorescence, antagonist; inhibition, % at 3 µM; actives 1.5% (n = 360,000);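 active = inhibition above a per-plate cutoff, the mean inhibition of test compounds on that plate plus 3 SD, cut at about 49% in these data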;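 also: 0% = DMSO plus EC80 beta-PEA response and 100% = DMSO alone without agonist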
Target sequence (Q96RJ0 whole entry, looked up): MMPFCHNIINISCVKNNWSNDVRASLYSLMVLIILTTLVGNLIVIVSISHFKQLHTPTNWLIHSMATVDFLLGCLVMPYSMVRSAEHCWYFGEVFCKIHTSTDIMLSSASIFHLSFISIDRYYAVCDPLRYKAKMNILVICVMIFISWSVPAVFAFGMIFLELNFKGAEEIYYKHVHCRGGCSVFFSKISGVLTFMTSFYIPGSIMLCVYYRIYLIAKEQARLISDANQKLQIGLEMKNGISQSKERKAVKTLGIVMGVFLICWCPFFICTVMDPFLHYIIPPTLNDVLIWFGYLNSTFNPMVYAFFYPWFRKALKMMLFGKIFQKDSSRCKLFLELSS
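Test system: hTAAR1-expressing CHO RD-HGA16 cells, Gα16-coupled; Probe or stimulus: EC80 β-phenethylamine stimulus; Compound dosing: single nominal final test compound concentration of 3 µM; Timing: 140 s kinetic read after compound, 140 s after agonist; Signal: Fluo-8 calcium-sensitive fluorescence; Measure: % inhibition of agonist calcium response; Controls: DMSO and EC80 PEA controls.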
CHO parental Ca = signal in parental CHO cells, OX1R antagonist counter-screen; parental CHO-K1, ATP-induced calcium, Fluo-8 fluorescence; inhibition, % at 5.6 µM; actives 0.63% (n = 330,000); AID 463079;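 active = inhibition above that plate's mean sample inhibition plus 3 SD, cut at about 26% in these data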;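 also: 0% = ATP-challenged DMSO wells and 100% = DMSO wells without ATP; some compounds past the cut are filed as inactive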
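Material: parental CHO cells / Compound: single nominal dose of 5.6 µM per compound / Signal: Fluo-8 fluorescence / Replicates: singlicate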
* = called active by the depositor; x = not tested or not shown.

Below each SMILES: CHO parental Ca | OXTR potentiate | M1 ag parental | V1R ag counter | OXTR agonist | GPR7 antag | CHO-K1 Ca PAM | TAAR1 antag | CHO-K1 Ca antag
1) O=S(=O)(c1ccccc1Br)N(CC(O)COCc1ccccc1)C1CC1 (stereo unspecified)
    -31 | x | 2.3 | x | x | x | 22 | -17 | -17
2) CSc1ncccc1C(=O)N(C)CC(=O)Nc1ccc(Cl)c(C(F)(F)F)c1
    -16 | -12 | 8.1 | 8.9 | 4.0 | -3 | 14 | -18 | -12
3) O=C1CN(C(=O)c2cc(F)cc(F)c2)c2ccccc2N1
    5 | -8 | 0.2 | -0.9 | 0.2 | 3 | 16 | -12 | -10
4) CC1CN(C(=O)CCc2ccccc2)C(C)CN1C(=O)CCc1ccccc1 (stereo unspecified)
    -19 | -9 | 0.4 | 0.1 | 0.9 | 8 | -4 | -1 | 14
5) O=C(CN1CCN(c2ccccn2)CC1)Nc1cccc(Br)c1
    -34 | -8 | 1.5 | 7.3 | -1.3 | 9 | 7 | 7 | -16
6) O=C(Nc1cccc(-n2cnnn2)c1)c1ccc(Cl)cc1Cl
    -19 | -3 | 0.6 | 1.2 | 1.9 | 3 | -17 | 2 | -2
7) COc1cccc(C2Cc3ccccc3C(=O)O2)c1 (stereo unspecified)
    -6 | -6 | 0.0 | -0.6 | -2.7 | 6 | 16 | 16 | -5
8) CC(=O)Oc1ccc(C2=NN(c3ccccc3)C(c3ccccc3)C2)cc1 (stereo unspecified)
    -6 | -12 | 0.6 | -0.2 | -0.9 | -13 | -6 | -8 | -22
9) Cc1ccccc1C1NC(=S)NC2=C1C(=O)CC(C)(C)C2 (stereo unspecified)
    -7 | -9 | 0.2 | -0.3 | 1.4 | 5 | 16 | 4 | -1
10) CC(C)(C)C(=O)Nc1cc(C(F)(F)F)ccc1-n1ccnc1
    -5 | -3 | 0.1 | 0.7 | 0.6 | -9 | 0 | 16 | -14
11) O=C(CCc1nc2ccccc2[nH]c1=O)N/N=C/c1ccccc1
    0 | -12 | 0.3 | -0.3 | 0.7 | 1 | -3 | 0 | -1
12) COCC(C)NC(=O)C(C)Oc1ccccc1 (stereo unspecified)
    -3 | -1 | -0.4 | 1.0 | 0.1 | -14 | -12 | -17 | 17
13) O=C(NCCN1C(=O)S/C(=C\c2cccnc2)C1=O)c1cccc(OC(F)F)c1
    -22 | -3 | 3.6 | 2.2 | 2.2 | -11 | 9 | 8 | 2
14) COc1ccccc1Cc1c(-c2ccc(OC)c(OC)c2)nc2c3ccccc3ccn12
    x | x | 2.1 | x | x | x | 11 | 6 | 0
15) Cc1ccc(C)c(OCC(=O)Nc2ccncc2)c1
    5 | -15 | 8.3 | 9.4 | 11 | -10 | -5 | 4 | 1
16) CSCCC(NC(=O)c1ccccc1Cl)C(=O)N1CCCC(C)C1 (stereo unspecified)
    x | x | 0.0 | x | x | x | -8 | -24 | 1
17) O=C(c1ccccc1)c1ccc(O)cc1O
    7 | -7 | 16* | 30* | 24* | -1 | 2 | 9 | -3
18) Cc1cccc(NC(=O)c2cnc3ccccn3c2=O)c1
    x | x | 0.0 | x | x | -5 | 6 | -10 | -6
19) CCOC(=O)C1=C(COC(=O)CNC(=O)c2ccc(C(C)(C)C)cc2)NC(=O)NC1C (stereo unspecified)
    -7 | -9 | 2.5 | 1.0 | -0.3 | x | 12 | 6 | 8
20) CC1(C)CC(=O)C(C(=O)CCCCC(=O)C2C(=O)CC(C)(C)CC2=O)C(=O)C1
    -3 | 3 | 0.7 | 0.6 | 0.5 | -2 | 15 | -14 | -5
21) Cc1noc(C)c1C(=O)OCC(=O)Nc1ccccc1C(=O)NC(C)c1ccccc1 (stereo unspecified)
    -35 | -2 | 2.9 | 0.1 | -1.6 | -2 | 49* | 13 | -17
22) CCc1nnc(NC(=O)[C@@H]2CCCN2S(=O)(=O)c2ccc3c(c2)OCCO3)s1
    -14 | -6 | 0.1 | -0.8 | -1.4 | -24 | -8 | 2 | -9
23) O=C(Nc1ccc(F)c(Cl)c1)c1ccccc1
    -9 | -5 | 0.7 | 0.2 | 2.1 | x | 1 | 19 | -7
24) O=C(O)CCN1C(=O)c2ccccc2Sc2ncccc21
    -11 | -15 | 0.3 | 0.8 | -0.7 | -5 | -3 | -1 | -6
25) Fc1ccc(CSc2nsc(SCc3ccc(F)cc3)n2)cc1
    -6 | -19 | 0.2 | 1.1 | 1.4 | -18 | 19 | 18 | -23
26) Oc1c(Br)cc(Br)cc1/C=N/c1nccs1
    -7 | -5 | 3.5 | 0.6 | 1.4 | x | 16 | -4 | 0
27) CCc1nn(C)c(N)c1C
    -1 | -2 | 0.1 | 0.4 | 2.2 | -8 | -7 | -7 | -11
28) COC(=O)C1=C(C)N(Cc2ccccc2)C(=O)N[C@H]1c1ccccc1
    -9 | -16 | -0.7 | -0.5 | 0.2 | 2 | -18 | 5 | 8
29) O=C(N/N=C/c1ccc(COc2ccc(Br)cc2)o1)c1ccco1
    -13 | -1 | 2.8 | 1.7 | -1.9 | -13 | 25 | 16 | -10
30) Cc1cccc(C(=O)OC(C)C(=O)N2CCN(Cc3ccccc3)CC2)c1 (stereo unspecified)
    x | x | -0.1 | x | x | x | 14 | -16 | 0
31) CN(CC(=O)Nc1ccc(Cl)c(C(F)(F)F)c1)C(=O)c1cnccn1
    1 | -10 | 1.5 | 6.3 | 4.8 | x | -17 | 12 | -5
32) Cc1ccc(S(=O)(=O)N2CCN(C(=O)c3c(-c4ccccc4)noc3C)CC2)cc1C
    -17 | -10 | 4.2 | 5.6 | 4.2 | 1 | 14 | 16 | -8
33) C=CCc1cc(C=O)cc(OCC)c1OCc1ccc(Cl)cc1
    -29 | -8 | 0.0 | 1.1 | -0.1 | -9 | -1 | 1 | 0
34) Cc1cc(N)n(-c2cc(C)c3ccccc3n2)n1
    -24 | -1 | -0.6 | -1.5 | -2.8 | 2 | 10 | -11 | -14
35) COCCNC(=O)c1nn(-c2cc(OC)cc(OC)c2)c(=O)c2ccccc12
    -20 | -4 | 1.6 | -0.7 | -1.3 | -5 | 14 | 3 | -12
36) Nc1cc(=O)[nH]c(SCC(=O)Nc2ccccc2Sc2ccc(Cl)cc2)n1
    3 | -15 | 4.0 | -0.8 | 0.8 | 2 | -11 | 16 | -6
37) COC(=O)C(CCSC)NC(=O)Cn1ncc2c(=O)oc3ccccc3c21 (stereo unspecified)
    -14 | -4 | 0.4 | 1.6 | 0.7 | -6 | -1 | 4 | 2
38) COc1ccc(-n2c(SCC(=O)O)nc3sc4c(c3c2=O)CCCC4)cc1
    -8 | -10 | -0.7 | 0.7 | -2.1 | 5 | 11 | -6 | 1
39) CC(=O)Nc1ccc(S(=O)(=O)N(C)CC(=O)OC(C)C(=O)NC2CCCC2)cc1 (stereo unspecified)
    -6 | 1 | 0.9 | -0.2 | 0.3 | -14 | 5 | -8 | -9
40) Cc1ccc2nc(SCC(=O)c3c(N)n(C4CC4)c(=O)[nH]c3=O)[nH]c2c1
    x | x | 0.8 | x | x | x | 6 | -29 | -3
41) O=C(COC(=O)c1cccc(Cl)c1)NC1CCS(=O)(=O)C1 (stereo unspecified)
    -8 | -6 | 0.9 | 0.4 | 0.8 | x | 20 | 1 | -18
42) COCCNC(=O)C(=O)Nc1cc2c3c(c1)CC(=O)N3CCC2
    -21 | -8 | -0.3 | -0.3 | 0.2 | -8 | -6 | -17 | -14
43) CCN(CC(=O)Nc1ccc(NC(C)=O)cc1)C(=O)c1cc(-c2ccccc2Cl)nc2ccccc12
    x | x | 8.5 | x | x | x | -5 | 72* | 3
44) O=C(C[n+]1cc(-c2ccc(Cl)c(Cl)c2)n2c1CCC2)c1cccs1
    -9 | -4 | 0.3 | 1.2 | -0.3 | -4 | 13 | 7 | -5
45) Cc1ccc(C2NC(c3ccc(C)cc3)C(C)C(=O)C2C)cc1 (stereo unspecified)
    0 | -10 | 0.1 | -1.1 | -1.9 | -6 | 14 | 0 | -8

One compound at a time (already shown). Values in the order: CHO parental Ca | OXTR potentiate | M1 ag parental | V1R ag counter | OXTR agonist | GPR7 antag | CHO-K1 Ca PAM | TAAR1 antag | CHO-K1 Ca antag
Listed for COC(=O)C(CCSC)NC(=O)Cn1ncc2c(=O)oc3ccccc3c21 (stereo unspecified) → -14 | -4 | 0.4 | 1.6 | 0.7 | -6 | -1 | 4 | 2
Listed for Cc1cc(N)n(-c2cc(C)c3ccccc3n2)n1 → -24 | -1 | -0.6 | -1.5 | -2.8 | 2 | 10 | -11 | -14

More structures.
Below each SMILES: CHO parental Ca | OXTR potentiate | M1 ag parental | V1R ag counter | OXTR agonist | GPR7 antag | CHO-K1 Ca PAM | TAAR1 antag | CHO-K1 Ca antag
46) CCCN(C(=O)c1cc(S(=O)(=O)N2CCCCC2)ccc1Cl)C1CCS(=O)(=O)C1 (stereo unspecified)
    -5 | -6 | -0.5 | -1.0 | -0.1 | 0 | 7 | -6 | -10
47) COc1cc(CN2CCN(C(O)(c3ccccc3)c3ccccc3)CC2)cc(OC)c1OC
    x | x | 1.7 | x | x | -3 | -6 | -4 | 10
48) Cc1ccc(C)c(NC(=O)c2cnn(-c3ccccc3)c2C)c1
    -9 | -7 | 3.1 | 1.1 | -0.1 | -2 | 19 | -24 | -12
49) CN(CC(=O)NC1CCCCC1)S(=O)(=O)c1cccc2nsnc12
    -27 | -5 | 0.6 | 0.4 | -0.7 | -14 | 2 | 5 | 0
50) O=C(c1cccs1)N1CCN=C1SCc1ccc(F)cc1
    -9 | 0 | 0.3 | -0.3 | 0.3 | -14 | 18 | -20 | -8
51) CCc1ccc(-c2ccc3nnc(SCC(N)=O)n3n2)cc1
    -12 | 1 | -1.0 | -0.8 | -1.4 | 0 | 9 | -20 | -21
52) Cc1cc(C)cc(N(CC(=O)Nc2cc(C)ccc2C)S(=O)(=O)c2c(C)[nH]c(=O)[nH]c2=O)c1
    -10 | -4 | 0.3 | 0.4 | 0.7 | -20 | 15 | -14 | -5
53) COC(=O)c1[nH]c2ccc(C)cc2c1NC(=O)Oc1ccccc1
    -3 | -5 | 0.0 | 0.9 | -0.2 | -10 | 16 | 2 | -16
54) Cc1ccc(-n2ncc(C(=O)O)c2C2CCN(C(=O)OC(C)(C)C)CC2)cc1
    -21 | -2 | 0.1 | 1.5 | -1.2 | 15 | 11 | 4 | 4
55) CCCn1c(N)c(C(=O)CN(C)CC(=O)Nc2ccccc2CC)c(=O)[nH]c1=O
    -13 | 0 | 0.1 | 0.2 | 0.2 | x | 10 | -17 | -18
56) CCOC(=O)C1C(=O)NC(N2CCOCC2)=NC1C(C)C (stereo unspecified)
    -4 | -7 | 0.1 | 0.5 | 1.6 | -1 | 2 | -15 | -3
57) CC(C)C(=O)Nc1nnc(SCC(=O)Nc2ccc3c(c2)OCO3)s1
    -3 | -8 | 1.8 | 0.5 | -0.7 | -10 | 20 | -7 | -14
